Screens from PubChem BioAssay.
Lipid storage S3: qHTS Assay for Lipid Storage Modulators in Drosophila S3 Cells; Drosophila S3 cells, BODIPY lipid droplet fluorescence, 18-24 h; cells fed with added oleic acid; Potency in µM for hits, for the others lipid storage change, negative = inhibition, % at the top dose, mostly 46.1 µM; hit rate 0.64% among 320,000; AID 2685; active = well fitted inhibition curve with a large enough effect in the signal ratio, with a control signal flat, not every such curve was filed as active; inconclusive = small, poorly fitted or top-dose-only effect, or effect the other way, or a change in a side signal; the % refers to the signal ratio
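Laser-scanning cytometry quantifies lipid droplet accumulation (500–530 nm total intensity; droplet/cell object ratio) in oleic acid-fed (400 uM added) Drosophila S3 cells treated with a concentration series. 20 uM Triacsin C defined 100% inhibition.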
Lipid storage S3 cell count max: also measured in Lipid storage S3; calls as there; cell number change, %; measured here: cell count max response;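 cells counted by Cell Tracker Red CMTPX staining in the red channel; peak over a dose series mostly up to 46.1 µM; percent activity relative to internal control wells on each plate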
The depositor's hits bear a star. % is set by controls: 0 for no effect and ±100 for the full control effect; potency is the fitted concentration of half-maximal effect.

`CCCCNC(=O)NNc1nc(Cl)cc(C)c1C#N` gave Lipid storage S3 inconclusive.
Screening O=C(NC(NC(=S)Nc1ccccc1C(=O)O)C(Cl)(Cl)Cl)c1ccccc1 (stereo not given) returned Lipid storage S3 inconclusive.
COc1cc(NC(=O)Cn2nc(Cc3cccnc3)c3ccccc3c2=O)cc(OC)c1OC was read as Lipid storage S3 inconclusive.
Screening COc1ccccc1N(CC(=O)NCc1ccco1)C(=O)CCC(=O)Nc1ccccn1 returned Lipid storage S3 inactive and Lipid storage S3 cell count max 4.
`CN1CCN(C(=S)C(=O)NCc2ccccc2)CC1` gave Lipid storage S3 3% and Lipid storage S3 cell count max 28.
Screening CC1(C)Cn2c(nnc2-c2ccccc2)S1 returned Lipid storage S3 inconclusive.
`COc1cccc(NC(=O)C(C)OC(=O)c2n[nH]c3ccccc23)c1` (stereo not given) gave Lipid storage S3 inconclusive.
Screening COc1ccc(/C(C)=N/NC(=O)CNC(=O)/C=C\c2ccccc2OC)c(OC)c1 returned Lipid storage S3 21% and Lipid storage S3 cell count max -1.
`CCOC(=O)C1CCN(S(=O)(=O)c2ccc(Br)c(OCC)c2)CC1` gave Lipid storage S3 inactive and Lipid storage S3 cell count max -17.
`COc1ccc(/C=N/NC(=O)CNC(=O)c2ccncc2)cc1` gave Lipid storage S3 inconclusive.
O=C(N/C(=C\c1ccc([N+](=O)[O-])cc1)C(=O)N1CCOCC1)c1cccc(Br)c1 was read as Lipid storage S3 3% and Lipid storage S3 cell count max 21.
CC1C(=O)Nc2ccc(S(=O)(=O)N3CCN(c4cccc(C(F)(F)F)c4)CC3)cc2NC1=O (stereo not given) was read as Lipid storage S3 inactive.
Cc1cccc(C)c1OC(=O)Cc1ccccc1[N+](=O)[O-] was read as Lipid storage S3 inconclusive.
`CCCc1nn(C)c(C(=O)Nc2ccc(C)c(C)c2)c1Cl` gave Lipid storage S3 16% and Lipid storage S3 cell count max 2.
Cc1cccc(C(=O)O/N=C(\N)c2ccccn2)c1 was read as Lipid storage S3 inactive and Lipid storage S3 cell count max -7.
CCC(=O)c1ccc(OCC(=O)N(Cc2nnc(-c3ccccc3Cl)o2)C2CC2)cc1 was read as Lipid storage S3 9%.
O=C(CNS(=O)(=O)c1ccccc1F)Nc1ccc(N2CCOCC2)cc1 was read as Lipid storage S3 inconclusive.
CCCNS(=O)(=O)c1ccc(CCC(=O)Nc2ccc3c(c2)OCO3)cc1 was read as Lipid storage S3 15% and Lipid storage S3 cell count max -6.
For Cc1ccc(-c2nn(-c3ccccc3)cc2C=C2C(=O)CC(C)(C)CC2=O)cc1 the results were Lipid storage S3 -17%.
For NC12CC3CC(C1)CC(CO)(C3)O2 the results were Lipid storage S3 -4% and Lipid storage S3 cell count max -7.
`C#CCN(CC=C)C(=O)c1ccc(OC2CCN(S(=O)(=O)N(C)C)CC2)cc1` gave Lipid storage S3 6% and Lipid storage S3 cell count max 14.
Cc1nnc(NC(=O)C2CCCCC2)s1 was read as Lipid storage S3 inconclusive.
Screening O=C(O)c1ccc(N/N=C/c2cc3ccccc3nc2Cl)cc1 returned Lipid storage S3 -1% and Lipid storage S3 cell count max -5.
Cc1ccc(NC(=O)COC(=O)c2ccnn2C)cc1 was read as Lipid storage S3 inconclusive.
Screening CCn1cc([N+](=O)[O-])nc1C returned Lipid storage S3 0% and Lipid storage S3 cell count max -16.
CC1CC(C(F)F)n2nc(C(=O)O)cc2N1 (stereo not given) was read as Lipid storage S3 -3% and Lipid storage S3 cell count max 17.
For COc1ccc([N+](=O)[O-])cc1NC(=O)Cc1ccc(Cl)cc1 the results were Lipid storage S3 inconclusive.
For O=C(Nc1ccc(-c2nnc3n2CCCCC3)cc1)c1cc2ccccc2o1 the results were Lipid storage S3 inconclusive.
CCN(Cc1ccccc1)S(=O)(=O)c1ccc(S(=O)(=O)N(Cc2cccc(OC)c2)CC2CCCO2)cc1 (stereo not given) was read as Lipid storage S3 inconclusive.
COc1ccccc1CC(=O)NC(=O)c1ccccc1O was read as Lipid storage S3 12% and Lipid storage S3 cell count max 19.
`CN(Cc1ccc2nonc2c1)Cc1nc(CC2CC2)no1` gave Lipid storage S3 1% and Lipid storage S3 cell count max 2.
Screening O=[N+]([O-])c1ccccc1/C=C/CN1CCC(O)CC1 returned Lipid storage S3 inconclusive.
`O=C(c1noc2c1CCCC2)N1CCCCC1` gave Lipid storage S3 inconclusive.
Screening CCN1CCc2c(sc(NC(=S)NC(=O)c3ccco3)c2C(N)=O)C1 returned Lipid storage S3 inconclusive.
COc1cc(/C=C2\CCC(C3CCCC3)C2=O)ccc1OC(C)C (stereo not given) was read as Lipid storage S3 inconclusive.
Screening O=C(CSc1nc2ccccc2c(=O)n1Cc1ccco1)c1ccccc1 returned Lipid storage S3 inconclusive.
O=C(c1cc2cc(F)ccc2[nH]1)N1CCCC(Nc2ccc(F)cc2)C1 (stereo not given) was read as Lipid storage S3 inconclusive.
Screening O=C(O)CC1SC(=O)N(Cc2ccccc2)C1=O (stereo not given) returned Lipid storage S3 inconclusive.
For O=C(Cc1ccccc1)NCC(=O)N1CCCC1 the results were Lipid storage S3 inactive and Lipid storage S3 cell count max 2.
`COc1cccc(CNC(=O)CN2C(=O)CSc3ccc(S(=O)(=O)N4CCOCC4)cc32)c1` gave Lipid storage S3 inactive.
`Cc1cc(-n2c(C)cc(C(=O)COc3ccc4ccc(=O)oc4c3)c2C)no1` gave Lipid storage S3 -4% and Lipid storage S3 cell count max -4.
`CCC(C)(C)NC(=O)CN(C(=O)CCC(=O)Nc1nccs1)c1cccc(C)c1` gave Lipid storage S3 inconclusive.
Screening COc1ccc(N2C(=O)CSC2c2ccccc2)cc1 (stereo not given) returned Lipid storage S3 4% and Lipid storage S3 cell count max 15.
`Cc1nc2ccc(C(=O)Nc3ccc4nc[nH]c4c3)cc2[nH]1` gave Lipid storage S3 inconclusive.
O=C(Nc1ccc2nc3n(c(=O)c2c1)CCCC3)c1cccc([N+](=O)[O-])c1 was read as Lipid storage S3 4% and Lipid storage S3 cell count max -6.
CCCN1C(=O)/C(=C\C=C2/C=CN(CC)c3ccccc32)SC1=S was read as Lipid storage S3 inconclusive.
Screening CCN(C(=O)CSc1nnc(Nc2ccccc2C)s1)C1CCS(=O)(=O)C1 (stereo not given) returned Lipid storage S3 0% and Lipid storage S3 cell count max 0.
For COc1ccc(-n2nnc3c(SCC(=O)c4ccccc4)ncnc32)cc1 the results were Lipid storage S3 0% and Lipid storage S3 cell count max -12.
`O=C(Nc1cccc(Cl)c1)Nc1ccccc1NS(=O)(=O)c1cccs1` gave Lipid storage S3 12% and Lipid storage S3 cell count max -19.
C=CCn1c(=NC(=O)c2cccs2)sc2cccc(OC)c21 was read as Lipid storage S3 inconclusive.
Screening Cc1ccc(CN2C(=O)C3CCCN3c3ccc(C#N)cc32)cc1 (stereo not given) returned Lipid storage S3 inconclusive.
Screening COc1ccc(C)c(NC(=O)NCCc2cnc[nH]2)c1 returned Lipid storage S3 inconclusive.
For O=c1nc(N2CCCC2)nc(Nc2ccccc2)[nH]1 the results were Lipid storage S3 -3% and Lipid storage S3 cell count max 3.
CCOC(=O)C1=C(C)NC2=C(C(=O)C(C(=O)OCC)C(c3ccccc3OC)C2)C1c1ccccn1 (stereo not given) was read as Lipid storage S3 inconclusive.
Screening Cc1ccc(NC(=O)CCC(=O)NNC(=O)NC2CCCCC2)c(C)c1 returned Lipid storage S3 -2% and Lipid storage S3 cell count max -11.
Screening COc1ccc(CCNC(=O)COC(=O)/C=C/c2cc(OC)c(OC)c(OC)c2)cc1OC returned Lipid storage S3 inconclusive.
Cc1ccccc1OCC(=O)NNC(=O)C1CCCCC1C(=O)O (stereo not given) was read as Lipid storage S3 inconclusive.
`CCC(=O)Nn1cnc2c(c1=O)C1(CCCCC1)Cc1ccccc1-2` gave Lipid storage S3 inconclusive.
CCCOc1ccc(C(=O)Nc2cc(S(=O)(=O)N3CCOCC3)ccc2N2CCOCC2)cc1 was read as Lipid storage S3 inconclusive.
Screening CCCN1CCN(C(=S)Nc2ccc3nc(N4CCN(CC)CC4)cc(C)c3c2)CC1 returned Lipid storage S3 inconclusive.

Seven entries drawn at random from those above, as already listed:
Screening COc1ccc(CCNC(=O)COC(=O)/C=C/c2cc(OC)c(OC)c(OC)c2)cc1OC returned Lipid storage S3 inconclusive.
`O=C(Nc1cccc(Cl)c1)Nc1ccccc1NS(=O)(=O)c1cccs1` gave Lipid storage S3 12% and Lipid storage S3 cell count max -19.
Screening Cc1ccc(NC(=O)CCC(=O)NNC(=O)NC2CCCCC2)c(C)c1 returned Lipid storage S3 -2% and Lipid storage S3 cell count max -11.
CCOC(=O)C1=C(C)NC2=C(C(=O)C(C(=O)OCC)C(c3ccccc3OC)C2)C1c1ccccn1 (stereo not given) was read as Lipid storage S3 inconclusive.
Screening Cc1ccc(CN2C(=O)C3CCCN3c3ccc(C#N)cc32)cc1 (stereo not given) returned Lipid storage S3 inconclusive.
Screening CCCN1CCN(C(=S)Nc2ccc3nc(N4CCN(CC)CC4)cc(C)c3c2)CC1 returned Lipid storage S3 inconclusive.
CCCOc1ccc(C(=O)Nc2cc(S(=O)(=O)N3CCOCC3)ccc2N2CCOCC2)cc1 was read as Lipid storage S3 inconclusive.

Additional structures follow.
For CCCS(=O)(=O)N1CCN(C(=O)c2cccnc2)CC1 the results were Lipid storage S3 inactive.
Screening O=C(NC(=S)Nc1ccc(CN2CCOCC2)cc1)c1ccccc1[N+](=O)[O-] returned Lipid storage S3 12% and Lipid storage S3 cell count max 0.
Cc1cccc(C)c1NC(=O)CNC(=O)c1c(C)nn(-c2ccccc2)c1C was read as Lipid storage S3 inconclusive.
Screening N#Cc1c(-c2ccccc2)nc(SCc2nc(N)nc(N3CCCCC3)n2)[nH]c1=O returned Lipid storage S3 inactive.
Screening Cc1noc(C)c1S(=O)(=O)N1CCC(C(=O)NC2CCCc3ccccc32)CC1 (stereo not given) returned Lipid storage S3 3% and Lipid storage S3 cell count max -5.
For CC(/C=N/n1c(C2CCCCC2)n[nH]c1=S)=C\c1ccccc1 the results were Lipid storage S3 inconclusive.
Screening COc1cccc(OC(=O)c2cc3ccccc3oc2=O)c1 returned Lipid storage S3 inconclusive.
CC(C)(C)C(=O)Nc1nc(=S)ss1 was read as Lipid storage S3 inconclusive.
For CCN(CC)C(=O)CSc1nc(C)cc(C)n1 the results were Lipid storage S3 -1% and Lipid storage S3 cell count max -1.
Cc1[nH]c2ccccc2c1CCN(Cc1cccnc1)C(=S)NC(C)(C)C was read as Lipid storage S3 0% and Lipid storage S3 cell count max 4.
`O=C(CN1C(=O)c2cccc([N+](=O)[O-])c2C1=O)OCC(=O)N1CCCCC1` gave Lipid storage S3 inconclusive.
For CC1CC(C)CN(C(=O)COC(=O)c2ccc3ncsc3c2)C1 (stereo not given) the results were Lipid storage S3 inconclusive.
Cc1cc(C)cc(N(CC(=O)NCc2ccco2)C(=O)CCC(=O)Nc2nccs2)c1 was read as Lipid storage S3 -2% and Lipid storage S3 cell count max 0.
For CCOc1cc(CNCc2cccnc2)ccc1OCC(=O)NC(C)(C)C the results were Lipid storage S3 9% and Lipid storage S3 cell count max 4.
For Fc1ccccc1OCCCn1ccnc1 the results were Lipid storage S3 -12% and Lipid storage S3 cell count max 4.
For O=C(/C=C/c1ccc(F)cc1)NC(=S)N1CCN(Cc2ccccc2)CC1 the results were Lipid storage S3 inconclusive.
Screening COc1cc(OC)cc(C(=O)N[C@H](C(=O)OCC(=O)N2CCc3ccccc32)C(C)C)c1 returned Lipid storage S3 2% and Lipid storage S3 cell count max 20.
CC(C)NC(=S)n1cc(C(=O)c2cc(Cl)cc(Cl)c2O)cn1 was read as Lipid storage S3 inconclusive.
For COc1ccc(OC)c(S(=O)(=O)Nc2c(C)cccc2C)c1 the results were Lipid storage S3 inactive.
`COc1ccc(C(C)(C)C)cc1NC(=O)CSc1ncn[nH]1` gave Lipid storage S3 inconclusive.
`Cn1c(CC(=O)Nc2ccccc2Cl)nnc1SCC(=O)Nc1nncs1` gave Lipid storage S3 inconclusive.
For CN(Cc1nccs1)C(=O)c1ccc(OC2CCN(CCc3ccccc3)CC2)cc1 the results were Lipid storage S3 -22% and Lipid storage S3 cell count max -8.
Screening CC(=O)Oc1ccc(C(=O)Nc2ccc(C3(C#N)CCCC3)cc2)cc1 returned Lipid storage S3 -10% and Lipid storage S3 cell count max -1.
Screening Brc1ccccc1OCCCN1CCOCC1 returned Lipid storage S3 0% and Lipid storage S3 cell count max -2.

3 structures already listed, arranged by molecular weight, falling:
Screening COc1cc(OC)cc(C(=O)N[C@H](C(=O)OCC(=O)N2CCc3ccccc32)C(C)C)c1 returned Lipid storage S3 2% and Lipid storage S3 cell count max 20.
For CCOc1cc(CNCc2cccnc2)ccc1OCC(=O)NC(C)(C)C the results were Lipid storage S3 9% and Lipid storage S3 cell count max 4.
`COc1ccc(C(C)(C)C)cc1NC(=O)CSc1ncn[nH]1` gave Lipid storage S3 inconclusive.

Next section:
`CC1CCCCC1NC(=O)c1ccc(S(=O)(=O)N2CCN(C)CC2)cc1` (stereo not given) gave Lipid storage S3 inconclusive.
`CSC1=NCCN1C(=O)c1cccc(C(F)(F)F)c1` gave Lipid storage S3 -2% and Lipid storage S3 cell count max -14.
Screening CN(Cc1ccccc1)S(=O)(=O)c1nnc(NC(=O)c2ccccc2F)s1 returned Lipid storage S3 inconclusive.
`COc1cccc(CNC(=O)CCCn2nc(C)n3c(cc4sccc43)c2=O)c1` gave Lipid storage S3 9% and Lipid storage S3 cell count max -1.
For O=C(CN1C(=O)NC2(CCc3ccccc32)C1=O)Nc1cc(C(F)(F)F)ccc1N1CCOCC1 (stereo not given) the results were Lipid storage S3 inconclusive.
For COc1ccc(NC(=O)c2scc(S(=O)(=O)C(C)C)c2N)cc1 the results were Lipid storage S3 inconclusive.

An excerpt (hit frequency here may not be typical).
